Wnt act: activators of Wnt/beta-catenin signaling; Wnt/beta-catenin reporter cell assay, activator, plate reader; activation, % at 9.35 µM; 300,000 tested, 1.2% active; AID 743398; in the data active = activation above about 30%, passing the limit was not always enough;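 note: 0% = neutral control wells and 100% = positive control wells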
NSD2 HMT inh: inhibitors of human histone methyltransferase NSD2 | O96028 | NSD2 peptide methylation, AlphaScreen, 120 min | inhibition, % at 12.5 µM | 310,000 tested, 0.54% active | AID 743445; in the data active = inhibition above about 50%
Active calls of the source: *. Some of the compounds tested; the hit share may differ from the screen's.

`CCCCNC(=O)C1(C)CCCCN1C(=O)c1ccc2sccc2c1` (centres undefined) gave Wnt act -1 and NSD2 HMT inh -7.
CC(=O)NC(c1ccccc1)c1nc(-c2ccc(C)c(C)c2)cs1 (centres undefined) was read as Wnt act -1 and NSD2 HMT inh 8.
Cc1ccccc1-c1cc2nc(OCC3CCCO3)n(C)c(=O)c2s1 (centres undefined) was read as Wnt act -1 and NSD2 HMT inh -3.
For CC(=O)NCCNC(=O)C1Cc2c(-c3ccc4c(c3)OCO4)ccnc2O1 (centres undefined) the results were Wnt act 3 and NSD2 HMT inh -1.
CC(=O)N(Cc1ccccc1)c1nccs1 was read as Wnt act 0 and NSD2 HMT inh 4.
CN(Cc1cnn(-c2ccccc2)c1)C(=O)c1cccc(S(=O)(=O)Nc2ccccc2F)c1 was read as Wnt act -1 and NSD2 HMT inh 1.
For CCN(C(=O)CSc1nc(C)nc2sc3c(c12)CCC3)C1CCS(=O)(=O)C1 (centres undefined) the results were Wnt act -5 and NSD2 HMT inh 3.
CN(Cc1ccccc1)C(=O)c1ccc2nc([C@@H]3O[C@H](CO)[C@H](O)[C@H](O)[C@H]3O)[nH]c2c1 was read as Wnt act 1 and NSD2 HMT inh 1.
For Cc1c(NC(=O)COC(=O)c2ccccc2O)c(=O)n(-c2ccccc2)n1C the results were Wnt act -1 and NSD2 HMT inh 2.
CCNC(=O)C1(C)CCCN(CCOc2ccc(OC)cc2)C1 (centres undefined) was read as Wnt act -3 and NSD2 HMT inh 0.
Cn1cnc(S(=O)(=O)N2CCCCC2c2cc(C(=O)Nc3ccc(F)c(Cl)c3)no2)c1 (centres undefined) was read as Wnt act 3 and NSD2 HMT inh 2.
`COc1ccc(-c2cc3nc(NCCOc4ccccc4)ccn3n2)cc1` gave Wnt act -2 and NSD2 HMT inh 3.
Cc1ccc(-n2c(SCC(=O)Nc3cccc(C)c3)nc3c(oc4ccccc43)c2=O)cc1 was read as Wnt act -5 and NSD2 HMT inh -4.
For COc1ccc(NC(=O)COC(=O)C2CCCN2C(=O)OC(C)(C)C)cc1Cl (centres undefined) the results were Wnt act -1 and NSD2 HMT inh -1.
For COc1ccc(CC(N)c2csc(Nc3nc(C)cnc3C)n2)cc1 (centres undefined) the results were Wnt act -1 and NSD2 HMT inh 6.
Screening CC(O)(c1cccnc1)c1nc(-c2cccc(F)c2)cs1 (centres undefined) returned Wnt act -1 and NSD2 HMT inh 0.
Screening Cc1cc(C)c2cc(C#N)c(NCCNC(=O)c3ccccn3)nc2c1 returned Wnt act 4 and NSD2 HMT inh -1.
Screening CC(C)(C)c1ccc(S(=O)(=O)NC(=O)C2(C)CCN2C(=O)C2CCCCC2)cc1 (centres undefined) returned Wnt act -2 and NSD2 HMT inh -4.
`Cc1ccc(OCc2nnn(CC(=O)NS(=O)(=O)c3c(C)noc3C)c2-c2ccccc2)cc1` gave Wnt act -1 and NSD2 HMT inh 0.
`CC(C)N(Cc1ccccc1)S(=O)(=O)c1ccc(-n2cccn2)cc1` gave Wnt act -1 and NSD2 HMT inh 4.
Cc1nc2c(c(=O)c3ccccc3n2C)c(=O)n1C1CCCC1 was read as Wnt act 0 and NSD2 HMT inh 0.
COc1ccc(Nc2nc(Cl)nc(N3CCN(c4ccc(OC)cc4)CC3)n2)cc1 was read as Wnt act -5 and NSD2 HMT inh -3.
O=C(Cn1nnc(N2CCOCC2)n1)NN=Cc1ccccc1Cl was read as Wnt act -2 and NSD2 HMT inh -3.
Screening O=C(NCCC(F)(F)F)c1cccc2c(-c3ccc(F)c(F)c3)coc12 returned Wnt act -1 and NSD2 HMT inh 16.
Screening COc1ccc(C(C)(O)c2nc(-c3cccc(C#N)c3)cs2)cc1 (centres undefined) returned Wnt act -1 and NSD2 HMT inh -4.
Screening CC(C)(C)c1ccc(NC(=O)c2cc(C3CCCN(C(=O)CCc4ccccc4)C3)on2)cc1 (centres undefined) returned Wnt act -1 and NSD2 HMT inh 4.
For COc1ccccc1CNc1nc(NC(C)C)nc2cc(-c3ccccc3)sc12 the results were Wnt act -21 and NSD2 HMT inh -2.
`CCc1nc2ccc(C(=O)N(CC)CCN(C)C)cn2c1N(C)CCCc1ccccc1` gave Wnt act -2 and NSD2 HMT inh 11.
COCCCN1C(=O)C(CC(=O)NCCN2CCOCC2)CC(C(=O)N2CCOCC2)=C1C (centres undefined) was read as Wnt act -1 and NSD2 HMT inh 1.
For COc1ccccc1-c1cnc(C(O)c2ccc(Cl)cc2C)[nH]1 (centres undefined) the results were Wnt act -1 and NSD2 HMT inh 5.
CCOc1ccc(-c2cc(C(=O)NCCOC)[nH]n2)c(C)c1 was read as Wnt act -1 and NSD2 HMT inh -1.
Cn1c(Nc2ccc(Cl)cc2F)nc2cc(-c3ccccc3)sc2c1=O was read as Wnt act -6 and NSD2 HMT inh 0.
For Cc1nc(SCC(=O)c2cc3ccccc3oc2=O)c(C#N)c(C)c1C(=O)Nc1ccccc1 the results were Wnt act 2 and NSD2 HMT inh -4.
COc1ccc(NC(=O)C2(C)CCN2Cc2cccc(OC)c2F)cc1OC (centres undefined) was read as Wnt act -3 and NSD2 HMT inh 3.
For Cc1cc(C(O)c2ncc(-c3ccccc3C)[nH]2)ccc1F (centres undefined) the results were Wnt act 0 and NSD2 HMT inh 7.
COc1ccc(CN2CCN(Cc3c[nH]c4ccccc34)CC2)c(OC)c1 was read as Wnt act -1 and NSD2 HMT inh 14.
For Cc1ccc(F)c(S(=O)(=O)NC(=O)C2(C)CCN2C(=O)Cc2ccsc2)c1 (centres undefined) the results were Wnt act -1 and NSD2 HMT inh -2.
`COc1ccc(-c2noc(-c3csc([C@@H]4O[C@H](CO)[C@H](O)[C@H](O)[C@H]4O)n3)n2)cc1OC` gave Wnt act 6 and NSD2 HMT inh 1.
`COc1cc(CNC(=O)Nc2nnc([C@@H]3C[C@H](O)[C@@H](CO)O3)s2)cc(OC)c1OC` gave Wnt act 0 and NSD2 HMT inh -1.
Screening Cc1ccc(S(=O)(=O)N2CCOCC2)cc1NC(=O)Cn1nnc(-c2ccccc2)n1 returned Wnt act -1 and NSD2 HMT inh -1.
COc1ccc(C(O)c2nc(-c3cccc(C(F)(F)F)c3)cs2)cc1 (centres undefined) was read as Wnt act 0 and NSD2 HMT inh 25.
`O=C1C(=Cc2cccc(F)c2)Cc2ccccc21` gave Wnt act 0 and NSD2 HMT inh 2.
For CC(=O)Nc1cncc(-c2cccc(C(=O)N(C)C)c2)n1 the results were Wnt act 3 and NSD2 HMT inh -1.
Cc1ccc(/C=N/NC(=O)c2c(C)nc3ccc(Cl)cn23)cc1 was read as Wnt act 1 and NSD2 HMT inh -1.
`CC(C)N1CCC1(C)C(=O)Nc1cc(-c2ccccc2)nn1C` (centres undefined) gave Wnt act -2 and NSD2 HMT inh 1.
`COC(=O)[C@]12C[C@H](CC(=O)N3CCN(C(=O)C4CC4)CC3)C(=O)N(Cc3ccc4c(c3)OCO4)C1=C[C@H](COCc1ccccc1)O[C@@H]2C` gave Wnt act 1 and NSD2 HMT inh -1.
Screening COc1ccc(S(=O)(=O)NC(N)=NCCc2ccc(OC)c(OC)c2)cc1 returned Wnt act -2 and NSD2 HMT inh 5.
Screening COc1ccccc1-c1cnc(C(O)c2ccc(C(C)(C)C)cc2)[nH]1 (centres undefined) returned Wnt act -1 and NSD2 HMT inh 1.
CC(C)C(=O)N1CCC1(C)C(=O)Nc1ccc(-n2cccc2)cc1 (centres undefined) was read as Wnt act -1 and NSD2 HMT inh 4.
Screening O=c1c2ccccc2c(C=Nc2ccc(S(=O)(=O)Nc3ncccn3)cc2)c(O)n1-c1cccc(Cl)c1 returned Wnt act -1 and NSD2 HMT inh 4.
`COc1ccccc1-c1cnc2c(Nc3cccc(OC(F)(F)C(F)F)c3)nccn12` gave Wnt act -1 and NSD2 HMT inh 0.
`COc1ccc(OC2(C)CCN(Cc3ccc(-c4ccccc4)o3)C2)cc1` (centres undefined) gave Wnt act -4 and NSD2 HMT inh 4.
Screening CS(=O)(=O)Nc1ccc(Br)cc1 returned Wnt act -5 and NSD2 HMT inh 1.
COc1cc(F)ccc1-c1csc(C(O)c2ccccc2)n1 (centres undefined) was read as Wnt act 0 and NSD2 HMT inh 3.
For CC1CCC(NC(=O)C(NS(=O)(=O)c2ccc(Br)cc2)C(C)C)CC1 (centres undefined) the results were Wnt act -1 and NSD2 HMT inh -4.
COC(=O)c1ccccc1COc1cccn2c(N(C)CC3CC3)c(C)nc12 was read as Wnt act -1 and NSD2 HMT inh 7.
For CCOC(=O)[C@]12CCCC=C1N(CCC1=CCCCC1)C(=O)[C@H](CC(=O)NCc1cccc3ccccc13)C2 the results were Wnt act -3 and NSD2 HMT inh 0.
`NCc1csc(Nc2ccc(C(=O)c3ccccc3)cc2)n1` gave Wnt act -2 and NSD2 HMT inh 2.
`CCCS(=O)(=O)NC(=O)C1(C)CCCN(C(=O)C2(c3ccc(Cl)cc3)CCCC2)C1` (centres undefined) gave Wnt act -2 and NSD2 HMT inh -5.
`O=C(NS(=O)(=O)c1cccs1)[C@H]1O[C@@H](n2ccc(=O)[nH]c2=O)[C@H](O)[C@@H]1O` gave Wnt act -2 and NSD2 HMT inh 0.
Screening Cc1[nH]c2ccccc2c1CC(=O)Nc1ccc(Nc2ccncc2)cc1 returned Wnt act -5 and NSD2 HMT inh 4.
`CNc1ncnc2c1ncn2[C@H]1CN(C2CCCC2)C[C@@H](CO)O1` gave Wnt act -3 and NSD2 HMT inh 0.
Screening COc1ccc(NC(=O)C2(C)Cc3c(-c4cccc(NC(C)=O)c4)ccnc3O2)cn1 (centres undefined) returned Wnt act -11 and NSD2 HMT inh -2.
Screening COc1cc(OC)cc(-c2noc([C@@H]3O[C@H](CO)[C@H](O)[C@H](O)[C@H]3O)n2)c1 returned Wnt act -1 and NSD2 HMT inh -3.
Screening O=C(NNc1nc(N2CCOCC2)nc(N2CCOCC2)n1)Nc1ccc(Cl)cc1 returned Wnt act 1 and NSD2 HMT inh 2.
`COc1cc(CN2C[C@@H](CO)O[C@@H](n3cnc4c(N5CCN(C)CC5)ncnc43)C2)cc(OC)c1OC` gave Wnt act 0 and NSD2 HMT inh 5.
Cc1ccccc1-c1cnc(C(O)c2ccccc2)[nH]1 (centres undefined) was read as Wnt act 0 and NSD2 HMT inh 3.
`COC(=O)c1cc2c(c3c4cc(F)ccc4n(S(=O)(=O)c4ccc(OC)cc4)c13)C(=O)N(Cc1ccccc1OC)C2` gave Wnt act -6 and NSD2 HMT inh -2.
`CC(=O)Nc1cncc(-c2ccccc2N(C)C)n1` gave Wnt act 1 and NSD2 HMT inh -1.
Screening Clc1ccc(-c2cnc3cccnn23)cc1 returned Wnt act 0 and NSD2 HMT inh -10.
`COc1ccc(-c2cc(C(F)(F)F)n3nc(C(=O)NCCCN4CCOCC4)cc3n2)cc1` gave Wnt act 1 and NSD2 HMT inh 5.
For CC1([N+](=O)[O-])COC(c2cccc3ccccc23)OC1 (centres undefined) the results were Wnt act -4 and NSD2 HMT inh -7.
`COC(=O)C(C#N)(CCC(=O)c1ccccc1)CCC(=O)c1ccccc1` gave Wnt act -2 and NSD2 HMT inh 2.
Screening Cc1ccc(NC(=O)CNC(=O)CN2C(=O)c3ccccc3C2=O)cc1 returned Wnt act -2 and NSD2 HMT inh 2.
Screening COc1ccc(Cl)c(-c2cc(C(=O)NCc3ccco3)[nH]n2)c1 returned Wnt act 0 and NSD2 HMT inh 2.
Screening COc1cc(F)ccc1-c1csc(C(NC(C)=O)c2ccc(F)c(F)c2)n1 (centres undefined) returned Wnt act -2 and NSD2 HMT inh -1.
`CCCCN(C=O)c1c(CC)nc2ccc(C(=O)N(CC)CCN(C)C)cn12` gave Wnt act -2 and NSD2 HMT inh 8.
Screening CC1(C(=O)Nc2ccc3c(c2)OCO3)Cc2c(-c3ccc4c(c3)OCO4)ccnc2O1 (centres undefined) returned Wnt act -23 and NSD2 HMT inh -1.
CC(=O)N1CCOc2ccc(S(=O)(=O)N3CCC(C(=O)NCc4ccc(Cl)cc4)CC3)cc21 was read as Wnt act -11 and NSD2 HMT inh -3.
`O=C(Nc1ccc(F)c(Cl)c1)c1csc([C@@H]2O[C@H](CO)[C@H](O)[C@H](O)[C@H]2O)n1` gave Wnt act 1 and NSD2 HMT inh 1.
For OC(c1ccc(F)c(F)c1)c1nc(-c2ccc3c(c2)OCO3)cs1 (centres undefined) the results were Wnt act -1 and NSD2 HMT inh -5.
CN(C)CCCNc1nc2cc(-c3cnn(C)c3)sc2c(=O)n1C was read as Wnt act 0 and NSD2 HMT inh 2.
`COc1ccc(-c2ccc(C(=O)Nc3cccc(NS(C)(=O)=O)c3)c3occc23)c(C)c1` gave Wnt act 0 and NSD2 HMT inh -4.
For O=c1nc(SCc2c(F)cccc2Cl)nc(-c2ccccc2)[nH]1 the results were Wnt act 3 and NSD2 HMT inh 0.

10 neighbouring compounds already listed, quoted:
For CC1([N+](=O)[O-])COC(c2cccc3ccccc23)OC1 (centres undefined) the results were Wnt act -4 and NSD2 HMT inh -7.
`COC(=O)C(C#N)(CCC(=O)c1ccccc1)CCC(=O)c1ccccc1` gave Wnt act -2 and NSD2 HMT inh 2.
Screening Cc1ccc(NC(=O)CNC(=O)CN2C(=O)c3ccccc3C2=O)cc1 returned Wnt act -2 and NSD2 HMT inh 2.
Screening COc1ccc(Cl)c(-c2cc(C(=O)NCc3ccco3)[nH]n2)c1 returned Wnt act 0 and NSD2 HMT inh 2.
Screening COc1cc(F)ccc1-c1csc(C(NC(C)=O)c2ccc(F)c(F)c2)n1 (centres undefined) returned Wnt act -2 and NSD2 HMT inh -1.
`CCCCN(C=O)c1c(CC)nc2ccc(C(=O)N(CC)CCN(C)C)cn12` gave Wnt act -2 and NSD2 HMT inh 8.
Screening CC1(C(=O)Nc2ccc3c(c2)OCO3)Cc2c(-c3ccc4c(c3)OCO4)ccnc2O1 (centres undefined) returned Wnt act -23 and NSD2 HMT inh -1.
CC(=O)N1CCOc2ccc(S(=O)(=O)N3CCC(C(=O)NCc4ccc(Cl)cc4)CC3)cc21 was read as Wnt act -11 and NSD2 HMT inh -3.
`O=C(Nc1ccc(F)c(Cl)c1)c1csc([C@@H]2O[C@H](CO)[C@H](O)[C@H](O)[C@H]2O)n1` gave Wnt act 1 and NSD2 HMT inh 1.
For OC(c1ccc(F)c(F)c1)c1nc(-c2ccc3c(c2)OCO3)cs1 (centres undefined) the results were Wnt act -1 and NSD2 HMT inh -5.

Assay outcomes from PubChem.
